IDH1 mut inh = inhibitors of IDH1 R132H reductase, primary screen, biochemical, plate reader, single point | inhibition, % at 10 µM | actives 0.18% (n = 70,000) | Isocitrate dehydrogenase [NADP] cytoplasmic (Homo sapiens), O75874 | diaphorase/resazurin fluorescence, 60 min; in the data active means inhibition above about 34%;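 further: 0% = DMSO and 100% = no enzyme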
Target sequence (O75874 whole entry R132H): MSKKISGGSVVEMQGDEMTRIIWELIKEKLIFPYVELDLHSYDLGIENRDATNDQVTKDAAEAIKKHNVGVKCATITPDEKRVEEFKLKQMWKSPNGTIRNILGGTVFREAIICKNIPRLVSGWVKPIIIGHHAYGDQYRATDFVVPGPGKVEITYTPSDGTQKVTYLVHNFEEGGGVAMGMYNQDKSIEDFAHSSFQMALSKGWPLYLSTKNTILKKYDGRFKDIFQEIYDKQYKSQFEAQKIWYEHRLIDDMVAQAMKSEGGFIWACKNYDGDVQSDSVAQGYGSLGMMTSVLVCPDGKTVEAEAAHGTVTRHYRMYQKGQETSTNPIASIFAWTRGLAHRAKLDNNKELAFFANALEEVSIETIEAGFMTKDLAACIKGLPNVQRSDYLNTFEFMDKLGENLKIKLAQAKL
PRC2 inh = EZH2/PRC2 methyltransferase inhibitors, primary screen, biochemical, DELFIA time-resolved fluorescence, single point; AID 651548, 2012; PRC2 H3K27 methylation, DELFIA TRF, 1 h; Histone-lysine N-methyltransferase EZH2 (Homo sapiens), Q15910; inhibition, % at 12.5 µM; actives 0.35% (n = 57,000);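 active means mean inhibition of replicates at least 50% and every single replicate also reaching 50%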;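 further: dimethyl H3K27 on biotinylated H3 21-44 peptide detected by antibody; plate controls were median neutral control wells for no effect and median positive control wells for full effect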
* hit, by the source's call; · = no result given. Some of the compounds tested. The share of hits here may be higher or lower than overall.

SMILES	IDH1 mut inh	PRC2 inh
O=C(CSc1nnc(-c2ccncc2)o1)c1cccc([N+](=O)[O-])c1	0.3	7.6
Cc1noc(C)c1NC(=O)Nc1ccc2c(c1)CC(=O)N([C@H](C)CO)C[C@@H](C)[C@H](CN(C)C(=O)Nc1ccc(C(F)(F)F)cc1)O2	0.4	·
C[C@@H]1CN([C@H](C)CO)C(=O)c2cc(NC(=O)C3CCCCC3)ccc2O[C@H]1CN(C)Cc1ccncc1	3.9	2.2
C[C@@H]1CCCCO[C@@H](CN(C)C(=O)Nc2ccc3c(c2)OCO3)[C@H](C)CN([C@H](C)CO)C(=O)c2cc(NC(=O)Cc3ccccc3)ccc2O1	1.1	·
C[C@@H]1CCCCO[C@@H](CN(C)Cc2ccncc2)[C@@H](C)CN([C@H](C)CO)C(=O)c2cc(NC(=O)c3ccccc3)ccc2O1	5.2	-1.6
C[C@H](CO)N1C[C@H](C)[C@@H](CN(C)Cc2ccccc2)Oc2ccc(NC(=O)NC3CCCCC3)cc2CC1=O	-0.1	-11.7
CC(C)NC(=O)N(C)C[C@H]1Oc2ccc(NC(=O)Cc3cn(C)c4ccccc34)cc2C(=O)N([C@H](C)CO)C[C@H]1C	-30.6	25.6
COCC#Cc1cnc2c(c1)C(=O)N([C@H](C)CO)C[C@@H](C)[C@@H](CN(C)Cc1ccc3c(c1)OCO3)O2	-0.5	6.5
CCn1cc(C(=O)N(C)C2CCCCC2)c2cc(OC)c(OC)cc2c1=O	0.0	3.2
COc1ccc(NC(=O)Nc2ccc3c(c2)CC(=O)N([C@H](C)CO)C[C@@H](C)[C@@H](CN(C)C(=O)Nc2c(C)noc2C)O3)cc1	1.8	·
COc1ccccc1Nc1nc(N)nc(CSc2nccn2C)n1	0.4	0.0
C[C@@H]1CN([C@@H](C)CO)C(=O)c2cccc(NS(=O)(=O)c3ccccc3)c2O[C@@H]1CN(C)C(=O)NC1CCCCC1	2.3	0.5
O=C(Cc1ccccc1[N+](=O)[O-])Nc1ccccc1C(=O)N1CCCC1	0.5	-16.8
CO[C@@H](CN(C)C(=O)c1cnccn1)[C@@H](C)CN([C@H](C)CO)S(=O)(=O)c1ccc(F)cc1	-0.1	-10.4
Cc1ccc(S(=O)(=O)N(C)C[C@H]2Oc3ccc(NC(=O)Nc4ccc5c(c4)OCO5)cc3CC(=O)N([C@H](C)CO)C[C@@H]2C)cc1	-1.4	·
C[C@H]1CN([C@@H](C)CO)C(=O)c2cccc(NS(=O)(=O)c3ccccc3)c2O[C@@H]1CN(C)C	-0.9	3.6
C[C@H](CO)N1C[C@H](C)[C@@H](CN(C)S(=O)(=O)c2cn(C)cn2)Oc2c(NC(=O)c3nc4ccccc4s3)cccc2C1=O	1.4	·
C[C@@H]1CN([C@@H](C)CO)C(=O)c2cccc(NC(=O)C3CC3)c2O[C@@H]1CN(C)Cc1ccc(-c2ccccc2)cc1	2.8	·
C[C@@H]1CN([C@H](C)CO)C(=O)c2cc(N(C)C)ccc2O[C@H]1CN(C)S(=O)(=O)c1ccc(F)cc1	0.3	8.4
C[C@H]1CN([C@@H](C)CO)S(=O)(=O)c2ccc(-c3ccc(C#N)cc3)cc2O[C@H]1CN(C)C(=O)Nc1cc(F)ccc1F	6.2	·
COc1ccc(NC(=O)Nc2cccc3c2O[C@@H](CN(C)Cc2ccccc2)[C@@H](C)CN([C@@H](C)CO)C3=O)cc1	-0.7	·
COc1cccc(NC(=O)N[C@@H]2CC[C@@H](CC(=O)Nc3ccccc3)O[C@@H]2CO)c1	0.1	-13.4
CCCNC(=O)N[C@H]1C=C[C@@H](CC(=O)NC2CCCCC2)O[C@@H]1CO	-0.1	8.7
COc1cccc(S(=O)(=O)N[C@H]2CC[C@H](CC(=O)NC3CCC3)O[C@H]2CO)c1	0.0	-0.9
O=C(C[C@H]1CC[C@@H](NC(=O)c2ccncc2)[C@@H](CO)O1)NCCc1ccncc1	0.4	8.1
CCn1c(SCC(=O)Nc2c(C)cccc2C)nnc1-c1cnccn1	0.2	-4.3
O=C1O[C@@H](c2ccccc2)[C@@H](c2ccccc2)N2[C@@H](c3ccc(O)cc3)[C@]3(C(=O)Nc4ccc(C#CCCO)cc43)[C@@H](C(=O)N3CCCCCCC3)[C@H]12	·	-19.1
COc1cccc(C(=O)Nc2ccc3c(c2)C(=O)N(C)C[C@H](OC)[C@H](C)CN[C@H](C)CO3)c1	-0.5	-0.4
COCC#Cc1cnc2c(c1)C(=O)N([C@@H](C)CO)C[C@@H](C)[C@@H](CN(C)C(=O)Nc1ccc(OC)cc1)O2	-0.1	3.3
COc1ccccc1NC(=O)Nc1ccc2c(c1)C(=O)N(C)C[C@H](OC)[C@@H](C)CN[C@@H](C)CO2	0.2	5.7
C[C@@H]1CN([C@@H](C)CO)C(=O)c2cccc(NC(=O)c3ccncc3)c2O[C@@H]1CN(C)Cc1ccc(C(F)(F)F)cc1	0.6	-9.6
Cc1cc(C(=O)Nc2cccc3c2O[C@H](CN(C)C(=O)Nc2cccc4ccccc24)[C@@H](C)CN([C@H](C)CO)C3=O)n(C)n1	3.2	-6.2
C[C@@H]1CCCCO[C@H](CN(C)S(=O)(=O)c2cn(C)cn2)[C@H](C)CN([C@@H](C)CO)C(=O)c2cc(NS(C)(=O)=O)ccc2O1	-1.8	·
COc1ccc(CNC(=O)C[C@H]2CC[C@H](NC(=O)c3ccc4c(c3)OCO4)[C@H](CO)O2)cc1	-0.3	-3.8
C[C@@H]1CCCCO[C@@H](CN(C)C(=O)CCC(F)(F)F)[C@H](C)CN([C@@H](C)CO)C(=O)c2cc(NS(=O)(=O)c3ccccc3)ccc2O1	0.7	·
O=C(C[C@H]1C=C[C@H](NC(=O)C2CC2)[C@H](CO)O1)NCC1CC1	0.7	-4.8
C[C@@H]1CN([C@@H](C)CO)C(=O)c2cc(-c3cncnc3)cnc2O[C@H]1CN(C)Cc1ccccc1	0.2	·
O=C(C[C@@H]1C=C[C@@H](NC(=O)Nc2ccccc2F)[C@H](CO)O1)NCc1ccc(F)cc1	0.3	4.4
C/C=C/c1ccc2c(c1)O[C@@H](CN(C)C(=O)NCCC)[C@@H](C)CN([C@H](C)CO)S2(=O)=O	-0.2	1.7
Cc1ccc(S(=O)(=O)N(C)C[C@@H]2Oc3ccc(NS(=O)(=O)c4ccc(F)cc4)cc3C(=O)N([C@@H](C)CO)C[C@@H]2C)cc1	-0.5	·
CO[C@@H]1CN(C)C(=O)c2ccc(NC(=O)C3CCCC3)cc2OC[C@@H](C)N(CCC(F)(F)F)C[C@@H]1C	0.5	-20.3
O=C(N[C@@H]1CC[C@H](CC(=O)N2CCN(c3ccccc3)CC2)O[C@H]1CO)c1ccccc1	-0.4	-5.9
Cc1[nH]cnc1/C=N/NC(=O)c1ccccn1	-0.8	12.3
O=C(COc1cc(Cl)c(Cl)cc1Cl)Nc1cccnc1	0.0	-7.3
Cc1noc(C)c1NC(=O)Nc1cccc2c1O[C@@H](CN(C)C(=O)Nc1ccc(F)cc1)[C@H](C)CN([C@H](C)CO)C2=O	2.5	·
CCOc1nc2cccc(C(=O)OC(C)OC(=O)OC3CCCCC3)c2n1Cc1ccc(-c2ccccc2-c2nn[nH]n2)cc1 (stereo not drawn)	0.2	·
C/C=C/c1cnc2c(c1)C(=O)N([C@H](C)CO)C[C@H](C)[C@H](CN(C)C(=O)c1cccc(F)c1)O2	0.5	4.7
C[C@@H]1CN([C@H](C)CO)C(=O)Cc2cc(N(C)C)ccc2O[C@H]1CN(C)Cc1ccc(-c2ccccc2)cc1	2.1	-10.6
O=C(C[C@H]1CC[C@H](NS(=O)(=O)c2ccc(F)cc2)[C@H](CO)O1)N1CCc2ccccc2C1	0.3	-2.3
O=C(Nc1ccc2c(c1)[C@@H]1C[C@H](CC(=O)N3CCOCC3)O[C@H](CO)[C@@H]1O2)c1ccc2c(c1)OCO2	-0.3	29.6

(list continues)
SMILES	IDH1 mut inh	PRC2 inh
CC(C)NC(=O)N[C@@H]1CC[C@H](CC(=O)O)O[C@H]1CO	-0.2	8.0
C[C@H](CO)N1C[C@H](C)[C@H](CN(C)C(=O)c2ccc3c(c2)OCO3)Oc2cc(-c3cccnc3)ccc2S1(=O)=O	-0.1	·
C[C@H](CO)N1C[C@H](C)[C@H](CN(C)Cc2ccccc2)Oc2ncc(C#Cc3ccc(F)cc3)cc2C1=O	-0.2	-7.5
CC(C)C#Cc1cnc2c(c1)C(=O)N([C@@H](C)CO)C[C@H](C)[C@@H](CN(C)Cc1cccc(F)c1)O2	-0.8	·
Cc1noc(C)c1NC(=O)N[C@@H]1C=C[C@H](CC(=O)N2CCCCC2)O[C@@H]1CO	0.0	2.2
CCCN1C[C@H](C)[C@H](OC)CN(C)C(=O)c2cc(NS(=O)(=O)CC)ccc2OC[C@H]1C	0.2	8.9
C[C@@H]1CN([C@H](C)CO)C(=O)Cc2cc(NS(=O)(=O)c3ccc(Cl)cc3)ccc2O[C@@H]1CN(C)Cc1ccc(C(=O)Nc2ccccc2N)cc1	-0.4	2.9
C[C@@H]1CN([C@H](C)CO)C(=O)c2cc(-c3ccccc3)cnc2O[C@@H]1CN(C)C(=O)Nc1ccccc1	-3.2	-25.3
C[C@@H]1CN([C@H](C)CO)C(=O)c2cc(C#Cc3ccccc3F)cnc2O[C@@H]1CN(C)C(=O)C1CCC1	0.2	·
CC(C)NC(=O)N(C)C[C@H]1Oc2cc(C#CC(C)(C)O)ccc2S(=O)(=O)N([C@@H](C)CO)C[C@@H]1C	-0.4	-4.2
C[C@@H]1CN([C@@H](C)CO)S(=O)(=O)c2ccc(C#Cc3ccccc3)cc2O[C@@H]1CN(C)C(=O)Nc1ccccc1	0.4	·
C[C@@H]1CN([C@H](C)CO)S(=O)(=O)c2ccc(-c3ccc(C(=O)N(C)C)cc3)cc2O[C@@H]1CN(C)C	0.6	8.3
Cc1noc(C)c1NC(=O)N[C@@H]1CC[C@H](CC(=O)N2CCN(C)CC2)O[C@H]1CO	0.3	12.6
C/C=C/c1cnc2c(c1)C(=O)N([C@H](C)CO)C[C@@H](C)[C@H](CN(C)C(=O)CN1CCOCC1)O2	0.0	-19.0
C[C@H](CO)N1C[C@H](C)[C@H](CN(C)C(=O)c2cccc(F)c2)Oc2ncc(/C=C/c3ccccc3)cc2C1=O	-3.5	-16.4
COc1cc(Cl)c(C)cc1NC(=O)CSc1nnc(-c2ccncc2)n1C	-0.2	-15.9
CO[C@@H]1CN(C)C(=O)c2cc(NC(=O)c3ccccc3)ccc2OC[C@@H](C)N(CC2CC2)C[C@@H]1C	·	0.9
C[C@@H]1CN([C@H](C)CO)C(=O)c2cccc(NS(=O)(=O)c3ccccc3)c2O[C@H]1CN(C)Cc1ccc(C(F)(F)F)cc1	8.0	-7.5
C[C@@H]1CN([C@H](C)CO)S(=O)(=O)c2ccc(C3=CCCCC3)cc2O[C@H]1CN(C)C(=O)C1CCCCC1	·	-15.4
COc1ccc(S(=O)(=O)Nc2ccc3c(c2)C(=O)N([C@@H](C)CO)C[C@@H](C)[C@H](CN(C)C(=O)c2ccccc2)OCCCC[C@H](C)O3)cc1	-2.9	·
C[C@H](CCC(=O)O)[C@H]1CC[C@H]2[C@@H]3C(=O)C[C@@H]4CC(=O)CC[C@]4(C)[C@H]3CC(=O)[C@]12C	0.1	-1.8
C[C@@H]1CN([C@@H](C)CO)C(=O)c2cc(NS(=O)(=O)c3cccs3)ccc2O[C@@H](C)CCCCO[C@@H]1CN(C)C(=O)Nc1ccccc1	8.6	·
Cc1ccc(C)c(NC(=O)Cn2nc([N+](=O)[O-])c(Br)c2C)c1	0.7	-6.3
CCNC(=O)C[C@H]1CC[C@@H](NC(=O)NC2CCCCC2)[C@H](CO)O1	-0.1	1.4
C[C@H](NC(=O)C[C@H]1C=C[C@H](NC(=O)CN2CCOCC2)[C@@H](CO)O1)c1ccccc1	0.5	6.3
C[C@H]1CN([C@@H](C)CO)C(=O)c2cccc(NC(=O)C3CC3)c2O[C@H]1CN(C)C(=O)NC1CCCCC1	·	1.6

Source: PubChem (Broad Institute)
